D1 PAM: human D1 dopamine receptor positive modulation | P21728 | HEK293 TREx D1 cells, calcium flux, dopamine EC20 potentiation | potentiation, % at 10 µM | 360,000 compounds, 0.036% hits | AID 504651; in the data active = potentiation above about 30%; note: 0% is about no effect
Target sequence (P21728 whole entry, looked up): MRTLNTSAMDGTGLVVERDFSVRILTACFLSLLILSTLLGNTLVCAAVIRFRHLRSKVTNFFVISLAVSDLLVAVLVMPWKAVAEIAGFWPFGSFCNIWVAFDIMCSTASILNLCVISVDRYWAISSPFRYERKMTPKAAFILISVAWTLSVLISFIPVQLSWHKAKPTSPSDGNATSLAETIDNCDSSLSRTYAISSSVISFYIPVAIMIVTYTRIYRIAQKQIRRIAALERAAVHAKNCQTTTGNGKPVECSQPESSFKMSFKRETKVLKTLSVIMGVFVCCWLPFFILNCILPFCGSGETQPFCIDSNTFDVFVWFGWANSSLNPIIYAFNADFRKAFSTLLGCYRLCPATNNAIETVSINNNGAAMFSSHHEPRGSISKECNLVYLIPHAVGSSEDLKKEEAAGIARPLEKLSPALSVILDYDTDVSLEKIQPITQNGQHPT
Vif-A3F inh: Vif-A3F binding inhibition | HeLa A3F-eYFP + Vif (tagged APOBEC3F with the HIV-1 protein that degrades it), YFP fluorescence increase | Potency, µM (top dose mostly 46.1 µM), for the others: top-dose activity, negative = active | 390,000 compounds, 0.2% hits; note: potency is the fitted concentration of half-maximal effect; % of control where 0% means no effect; nearly all actives have a fitted effect of over 65% in size
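HeLa cells stably expressing Vif plus C-terminally eYFP-tagged A3F were seeded, incubated overnight at 37 deg C, dosed with compound, incubated overnight again at 37 deg C. Yellow fluorescence (Ex 488/Em 500-530) reported blocked Vif-mediated A3F-eYFP degradation.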
RXFP1 agonist: agonists of human relaxin receptor RXFP1; Q9HBX9; Potency, µM (series often up to 57.5 µM), for the others: at the top dose activation, usual class: activators; 370,000 compounds, 0.3% hits; HEK293T-RXFP1 cAMP TR-FRET, 30 min; response scale: percent of porcine relaxin response, buffer zero; AID 2676; note: potency is the fitted concentration of half-maximal effect; % is set by controls: 0 for no effect and ±100 for the full control effect; nearly all actives have a fitted effect of over 60% in size; many of its hits are not listed in these tables
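Agonist response is measured as cAMP accumulation in an RXFP1-transfected HEK293T line under PDE4 inhibition. Values are scaled between buffer-only and 29 nM porcine relaxin, and EC50s come from standard Hill equation fits.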
Glioma ERSR ind: inducers of ER stress response in human glioma cells. AID 602332. 420,000 compounds, 0.02% hits. U87-MG GRP78 promoter luciferase reporter, 16 h. Potency, µM, without a hit: at the top dose activation, hits mostly activators; note: potency is the fitted concentration of half-maximal effect; series mostly up to about 76 µM; % of control where 0% means no effect; nearly all actives have a fitted effect of over 35% in size
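Stably transfected U87-MG glioma cells carrying a GRP78-based luciferase sensor; 16 h compound incubation. Luminescence end-point read 10 min after Bright-Glo addition at room temperature.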
D1 antagonist: antagonists of human D1 dopamine receptor. HEK293 TREx D1 cells, calcium flux, dopamine EC80; active compounds read low. activity change, negative = inhibition, % at 10 µM. 360,000 compounds, 3.2% hits; in the data active = activity change below about -30%; note: % is set by controls: 0 for no effect and ±100 for the full control effect
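HEK293 T-REx cells expressing inducible, force-coupled D1 receptor; no-wash Ca dye, 30–90 min RT. Cmpd → 180 s read at 1 Hz → EC80 DA → 180 s read.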
D2 potentiator: positively modulates the human D2 dopamine receptor allosterically; P14416; HEK293 T-REx D2, calcium flux, EC20 dopamine potentiation; potentiation, % at 10 µM; 340,000 compounds, 0.34% hits; AID 485347;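 active = potentiation over 3 SD above the plate norm, cut at about 30% in these data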; note: 0% is about no effect
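Cells plated with tetracycline inducer and held overnight at 30 C; calcium dye loaded 30–90 min at room temperature; baseline taken, compound added and read 180 s; EC20 dopamine then added and read 180 s.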
Vif-APOBEC3G blk: blocks the Vif interaction with human APOBEC3G; Q9HC16; 410,000 compounds, 0.076% hits; HeLa A3G-eYFP + Vif (tagged APOBEC3G with the HIV-1 protein that degrades it), YFP fluorescence, overnight; Potency, µM (doses to about 46.1 µM), without a hit: at the highest dose activity, negative = active, hits mostly inhibitors;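 note: potency is the fitted concentration of half-maximal effect; % is set by controls: 0 for no effect and ±100 for the full control effect; nearly all actives have a fitted effect of over 60% in size; hits raise eYFP signal because A3G escapes Vif-driven loss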
Target sequence (Q9HC16 whole entry, looked up): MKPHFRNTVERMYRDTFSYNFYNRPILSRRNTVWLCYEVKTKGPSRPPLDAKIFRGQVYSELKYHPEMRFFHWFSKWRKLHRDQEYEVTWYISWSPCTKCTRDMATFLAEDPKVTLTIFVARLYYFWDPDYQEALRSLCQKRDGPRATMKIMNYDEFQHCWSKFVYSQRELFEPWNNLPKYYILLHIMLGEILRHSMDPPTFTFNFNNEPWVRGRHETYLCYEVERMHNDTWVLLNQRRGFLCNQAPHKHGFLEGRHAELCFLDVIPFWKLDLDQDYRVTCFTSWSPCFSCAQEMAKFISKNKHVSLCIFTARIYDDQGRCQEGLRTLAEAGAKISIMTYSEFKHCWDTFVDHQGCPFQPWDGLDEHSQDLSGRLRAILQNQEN
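HeLa cells stably expressing Vif and C-terminally eYFP-tagged A3G, seeded overnight at 37 deg C, then exposed to compound by pintool overnight at 37 deg C. Rise in yellow fluorescence (Ex 488/Em 500-530, Acumen) marks blocked Vif-driven A3G degradation.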
D1 ag: agonists of human D1 dopamine receptor; HEK293 T-REx D1 cells, calcium flux, agonist mode; AID 504660; P21728; activation, % at 2 µM; 360,000 compounds, 1% hits; in the data active = activation above about 30%; note: 0% is about no effect
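Tetracycline-induced HEK293 TREx D1 cells, force-coupled to calcium signalling, were dye-loaded with a no-wash calcium kit. Compound was pin-added after a 10 s baseline. Fluorescence was read kinetically at 1 cycle/s for 180 s, with calcium rises flagged as agonism.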
LDHA block: blocks human lactate dehydrogenase A; purified LDHA, NADH/diaphorase-resazurin fluorescence; active compounds read low; activity change, % (values are at about 110 or 230 µM); 480,000 compounds, 0.15% hits; AID 1347041; in the data active = activity change below about -30%; inconclusive = mostly about -25% to -30%;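 note: plate controls were DMSO wells for no effect and wells without enzyme for full effect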
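LDH5 2 nM; NADH 0.06 mM, pyruvate 0.2 mM; 200 mM Tris pH 7.4, EDTA, Tween-20; 5 min RT. Detection: diaphorase 0.133 mg/mL + resazurin 37 µM, fluorescence ex540/em590 at 0 and 20 min; normalized to enzyme-free and DMSO wells.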
Numbers without * were called inactive; ? = inconclusive; · = not tested or not shown; & = joins results of further samples. Unless noted, calls come from the whole dose curve; as a rule, active = well fitted curve in the direction sought with a large enough effect; inconclusive = small, poorly fitted or top-dose-only effect, or another doubt; inactive = no such curve, though single readings can be large; an effect the other way counts as inactive or inconclusive. An excerpt (hit frequency here may not be typical).

Preview:
SMILES	D1 PAM	Vif-A3F inh	RXFP1 agonist	Glioma ERSR ind	D1 antagonist	D2 potentiator	Vif-APOBEC3G blk	D1 ag	LDHA block
COc1ccc(NS(=O)(=O)c2cccc(C(=O)N/N=C/c3ccccc3OC)c2)cc1	-2	8%	-1.4%	-2%	18	16	-3%	4	-3
O=C(/C=C/c1ccc([N+](=O)[O-])cc1)Nc1ncc([N+](=O)[O-])s1	-5	0%	-0.9%	-10%	-24	4	-6%	24	-9
Cc1ccc(CNC(=O)c2cnc(N3CCCC3)nc2C)cc1	0	·	2.0%	·	8	-2	·	3	-6
O=C(NC1(C(F)(F)F)NC(=O)N(C2CCCCC2)C1=O)c1ccco1 (stereo not drawn)	1	-7%	-0.7%	-5%	14	·	0%	1	-3
Cc1ccc(-c2nc(CN(C)C)cc(CN(C)C)c2O)cc1	-4	-6%	-0.1%	3%	14	3	3%	2	7
Cc1ccc2[nH]c3c(N4CCc5ccccc5C4)ncnc3c2c1	-11	0%	4.6%	2%	-61*	-16	?	10	-5
CC(C)NC(=O)C1CCCN(S(C)(=O)=O)C1 (stereo not drawn)	-2	4%	0.5%	0%	5	-1	1%	3	-1
CN(CC(=O)Nc1cccc(F)c1)C(=O)CN1C(=O)C2CC=CCC2C1=O (stereo not drawn)	0	-3%	-0.6%	-3%	-3	-3	3%	4	1
COCc1cc(C)nc2sc(C(=O)Nc3cc(C)ccc3F)c(N)c12	1	·	20%	·	-11	6	·	-1	-8
COC(=O)c1cccc(NC(=S)NCc2ccco2)c1	3	-1%	-0.7%	2%	5	13	0%	12	0

The listing, repeating the preview:
SMILES	D1 PAM	Vif-A3F inh	RXFP1 agonist	Glioma ERSR ind	D1 antagonist	D2 potentiator	Vif-APOBEC3G blk	D1 ag	LDHA block
COc1ccc(NS(=O)(=O)c2cccc(C(=O)N/N=C/c3ccccc3OC)c2)cc1	-2	8%	-1.4%	-2%	18	16	-3%	4	-3
O=C(/C=C/c1ccc([N+](=O)[O-])cc1)Nc1ncc([N+](=O)[O-])s1	-5	0%	-0.9%	-10%	-24	4	-6%	24	-9
Cc1ccc(CNC(=O)c2cnc(N3CCCC3)nc2C)cc1	0	·	2.0%	·	8	-2	·	3	-6
O=C(NC1(C(F)(F)F)NC(=O)N(C2CCCCC2)C1=O)c1ccco1 (stereo not drawn)	1	-7%	-0.7%	-5%	14	·	0%	1	-3
Cc1ccc(-c2nc(CN(C)C)cc(CN(C)C)c2O)cc1	-4	-6%	-0.1%	3%	14	3	3%	2	7
Cc1ccc2[nH]c3c(N4CCc5ccccc5C4)ncnc3c2c1	-11	0%	4.6%	2%	-61*	-16	?	10	-5
CC(C)NC(=O)C1CCCN(S(C)(=O)=O)C1 (stereo not drawn)	-2	4%	0.5%	0%	5	-1	1%	3	-1
CN(CC(=O)Nc1cccc(F)c1)C(=O)CN1C(=O)C2CC=CCC2C1=O (stereo not drawn)	0	-3%	-0.6%	-3%	-3	-3	3%	4	1
COCc1cc(C)nc2sc(C(=O)Nc3cc(C)ccc3F)c(N)c12	1	·	20%	·	-11	6	·	-1	-8
COC(=O)c1cccc(NC(=S)NCc2ccco2)c1	3	-1%	-0.7%	2%	5	13	0%	12	0
CC(C)(/C=N/O)/[N+]([O-])=C/c1ccco1	0	0%	-0.1%	-4%	-10	6	1%	2	-2
COc1cccc(NC(=O)c2c(C)nn(-c3cccc(C)c3)c2-n2cccc2)c1	-2	0%	4.4%	-1%	33	1	7%	10	5
O=C(CCC1CCCC1)Nc1ccc(C(=O)NCc2cccnc2)cc1	-6	0%	0.5%	-7%	-9	0	-5%	1	-3
COc1ccccc1NC(=O)NC1CCCc2ccccc21 (stereo not drawn)	-4	-13%	0.5%	0%	-5	-5	-2%	2	-13
O=C1CC(c2nc3ccccc3[nH]2)CN1c1cccc(Cl)c1 (stereo not drawn)	-2	-2%	1.6%	-3%	2	-4	-7%	3	-3
O=C(CSc1ccc(Br)cc1)NCC1CCCO1 (stereo not drawn)	-4	1%	0.3%	2%	20	-2	0%	1	-2
COc1ccc(NC(=O)N(C)[C@H]2C[C@H]3c4[nH]c5ccc(-c6ccc(OC)cc6)cc5c4CCN3C(=O)[C@H]2[C@H](C)O)cc1	·	-5%	·	-2%	·	·	?	·	1
CCOc1ccc(CCNC(=O)Cn2ncc3c([nH]c4ccccc43)c2=O)cc1OCC	4	2%	3.1%	-1%	1	-7	-2%	-3	-5
Cc1nnc(NC(=O)CSc2nnc(Cc3ccccc3)n2-c2ccccc2)s1	-6	-1%	0.2%	-1%	2	-15	1%	0	-8
CC1CCC(C(C)C)C(OC(=O)Cn2c(-c3ccc(Cl)cc3)[n+](C)c3ccccc32)C1 (stereo not drawn)	-6	2%	0.0%	-15%	-14	-18	-10%	10	0
COc1ccccc1NC(=O)Oc1ccc(NC(=O)c2ccco2)cc1	-11	-5%	-1.1%	-3%	-7	12	-3%	1	-6
COc1ccc(CNC(=O)c2c(-c3c(F)cccc3Cl)noc2C)cc1	-5	11%	-0.4%	-1%	20	2	0%	1	-1
Cc1ccc(CNC(=O)C2CC(c3ccccc3C(F)(F)F)=NO2)cc1 (stereo not drawn)	-5	0%	0.9%	-4%	7	-14	-2%	3	-3
Cc1ccc(S(=O)(=O)N2CCC(=O)N(C(COC(=O)Nc3ccccc3)Cc3ccccc3)CC2)cc1 (stereo not drawn)	-5	3%	0.7%	-2%&0%	2	-10	0%	2	-1
Cn1c(Cn2cnc3ccccc32)nc2ccccc21	-3	-1%	4.6%	-4%	-9	0	3%	3	0

Other structures follow:
SMILES	D1 PAM	Vif-A3F inh	RXFP1 agonist	Glioma ERSR ind	D1 antagonist	D2 potentiator	Vif-APOBEC3G blk	D1 ag	LDHA block
COc1ccc(OC)c(-n2c(-c3cnccn3)n[nH]c2=S)c1	5	0%	1.3%	-2%	0	16	0%	1	0
O=C(NCC1COc2ccccc2O1)c1cccs1 (stereo not drawn)	8	2%	-1.2%	4%	-5	-9	-1%	5	-9&9
CCCCC(=O)Nc1ccc(C(=O)Nc2nnc(COC)s2)cc1	0	-5%	0.3%	-2%	-6	13	1%	2	-5
O=C(Nc1ccccc1)Oc1cccc(Br)c1	-3	5%	2.2%	3%	-2	-4	0%	6	-2
COc1ccc(C2C(C#N)=C(/N=C/N3CCN(C)CC3)OC3=C2C(=O)CC(C)(C)C3)cc1OC (stereo not drawn)	-7	-3%	-0.2%	-3%	5	27	1%	2	-10
COc1ccc2[nH]c3nc(SCc4nnc(-c5ccc(C)cc5)o4)nnc3c2c1	-7	-18%	0.5%	-5%	5	-10	-1%	5	-1
CCOC(=O)CSCC(=O)Nc1c(C(=O)C2CC2)oc2ccccc12	-2	-3%	9.1%	-5%	-2	2	-1%	1	-4
CCN(CC)C(=O)c1[nH]cnc1C(=O)NCC(=O)OC(C)(C)C	-1	2%	-2.3%	-6%	0	1	3%	2	-5
CCOc1ccc(NC(=O)COC(=O)C2COc3ccccc3O2)cc1 (stereo not drawn)	·	-4%	·	-4%	·	·	-3%	·	-6
CSC1=N/C(=C\c2c(F)cccc2Cl)C(=O)S1	0	1%	0.7%	-4%	-3	2	1%	7	-3
O=C(O)c1oc2ccccc2c1CSc1ccccn1	-2	5%	0.3%	-1%	3	-4	0%	3	0
Cc1cccc(N2CCN(C(=O)CCC(=O)N3CCOc4ccc(Cl)cc43)CC2C)c1 (stereo not drawn)	-7	7%	4.6%	-1%	-5	·	5%	3	3
COc1ccc(-c2c(N)cnc(C(=O)O)c2C)c(OCc2ccccc2)c1OC	·	-10%	·	-2%	·	·	3%	·	5
COc1ccc(C(=O)NCC(=O)c2ccccc2)cc1	5	-1%	-2.2%	-7%	8	-9	0%	0	-18
CCOc1ccc(-c2nn[nH]n2)cc1	-10	-1%	1.4%	-2%	3	-5	0%	2	-9
O=C(CCN1C(=O)C2C3C=CC(C3)C2C1=O)N1CCN(c2ccc(F)cc2)CC1 (stereo not drawn)	-2	-1%	0.9%	2%	-4	-4	-7%	3	0
COc1ccc(Cl)cc1-c1nc(-c2ccc(Br)o2)no1	-4	1%	3.4%	-2%	-12	-15	-1%	6	-3
Cc1cc(Nc2ccccc2)nn1C(=O)c1ccccc1	-10	-2%	0.3%	5%	-6	10	-2%	2	1
O=C(Oc1ccc(-c2nc(-c3ccccn3)no2)cc1)c1ccccc1	-7	3%	3.5%	-15%	3	2	-11%	3	-2
Cc1ccc(NC(=O)Nc2ccc3c(c2)OCO3)nc1	-3	-3%	-0.8%	2%	1	1	-3%	3	4
CCCC(NCC(O)COc1ccc(-c2ccccc2)cc1)c1ccccc1 (stereo not drawn)	5	2%	0.7%	-12%	23	11	-14%	13	0
COC(=O)c1ccc(C2Nc3ccc(/C(C)=N/NC(=O)C(OC)c4ccccc4)cc3C3C=CCC32)cc1 (stereo not drawn)	-3	-4%	0.6%	-5%	-21	-6	-2%	1	7
COc1ccc(-n2c(CN3CCN(c4ccccc4)CC3)nc3ccc([N+](=O)[O-])cc3c2=O)c(OC)c1	7	-3%	1.1%	-7%	3	3	-6%	2	3
Clc1ccc(-c2csc(=Nc3ccccc3)n2Cc2ccc3c(c2)OCO3)cc1	-2	-16%	-0.4%	2%	14	20	1%	-1	2

Screening results as filed in PubChem BioAssay.
